From PubChem
Pemphigus Ab inh – inhibitors of pemphigus antibody binding to DSG3, primary screen, biochemical, bead-based, flow cytometry, scFv-GFP. DSG3-coupled beads, scFv-anti-DSG3-GFP binding; stronger effect = lower value. binding (percent of control), % at 10 µM. 310,000 compounds, 0.48% hits. AID 588358, 2011;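 active means binding more than 3 SD below its plate's average and above zero; inconclusive means below that plate limit but binding exactly zero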; further: some compounds called inactive have numbers as strong as hits
SUMO Mot1 rescue – yeast Mot1-301 growth rescue at high temperature, primary screen, SUMOylation pathway inhibitor project, S. cerevisiae, ATP luminescence, 38.5C | 320,000 compounds, 1% hits | growth rescue, % at 18.8 µM | S. cerevisiae Mot1-301 growth rescue; percent above DMSO median, 100 means doubled | AID 2716, 2010;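 active means every valid replicate shows activation above 250% relative to neutral control wells; inactive means the rest, any valid replicate at or below 250%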;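 further: OY570 slx delta 5 strain wells were the positive control but not used for scaling; some compounds called inactive have numbers as strong as hits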
NSD2 HMT inh – NSD2 histone methyltransferase inhibitors, primary screen, biochemical, AlphaScreen, single concentration, set 2 | NSD2 peptide methylation, 120 min | inhibition, % at 12.5 µM | 310,000 compounds, 0.54% hits; in the data active means inhibition above about 50%
SR-BI DiI-HDL act – activators of SR-BI mediated DiI-HDL uptake, primary screen, ldlA[mSR-BI] CHO cells, DiI fluorescence; 3 h; 100 = double the neutral-control signal; activation, % at 12.5 µM; 320,000 compounds, 0.096% hits; AID 504775, 2011;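 active means mean replicate activation of at least 60% and every replicate at or above 60%; inconclusive means mean or all-replicate condition met, but not both; inactive means mean below 60% and not all replicates reaching 60%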;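 further: 0% = median plate neutral-control signal and 100% = twice that signal; values of inactives mirror those of a sister screen read the other way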
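Test system: SR-BI-overexpressing, LDLR-lacking CHO cells. Measured by: DiI fluorescence, bottom read. Medium: Ham's F12 with 0.5% BSA, HEPES 25 mM, pH 7.4. Timing: 3 h uptake period with compound, 37 °C.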
PKA-R1A act – activators of PKA-R1A holoenzyme, primary screen, biochemical, fluorescence polarization, Cy5-IP20, bovine R1A, mouse PKAc; cAMP-dependent protein kinase type I-alpha regulatory subunit (Bos taurus) + …; PKA-R1A dissociation; scaled: DMSO 0%, 113 µM cGMP 100%; activation, % at 11.4 µM; 340,000 compounds, 0.083% hits;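 active means percent activation above the mean of all tested compounds plus 3 SD, cut at about 19% in these data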;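 further: higher means more PKAc released from R1A so a rise in polarization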
PKA-R2B activ – activators of PKA-R2B holoenzyme, primary screen, biochemical, fluorescence polarization, Cy5-IP20, human. cAMP-dependent protein kinase catalytic subunit beta (Homo sapiens) + cAMP-dependent …. PKA-R2B holoenzyme dissociation; R2B truncated from residue 108, S112A mutant; 0% DMSO only, 100% 113 µM cGMP. activation, % at 11.4 µM. 340,000 compounds, 0.079% hits;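 active means activation above a cutoff set at the mean over all compounds plus 3 SD, cut at about 18% in these data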;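 further: higher means more holoenzyme dissociation and a rise in polarization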
SR-BI DiI inh – inhibitors of SR-BI mediated HDL lipid uptake, primary screen, ldlA[mSR-BI] cells, fluorescence, single point; 320,000 compounds, 0.96% hits; AID 488896, 2010; inhibition, % at 12.5 µM; ldlA[mSR-BI] CHO cells, DiI-HDL uptake fluorescence, 3 h;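 active means mean replicate inhibition of at least 70% and a set share of replicates each scoring 70 or more; inconclusive means meets just one of the two criteria; inactive means fails both criteria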;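 further: 0% = median of neutral control wells and 100% = median of positive control wells; values of inactives mirror those of a sister screen read the other way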
Target sequence (Q61009 whole entry, looked up): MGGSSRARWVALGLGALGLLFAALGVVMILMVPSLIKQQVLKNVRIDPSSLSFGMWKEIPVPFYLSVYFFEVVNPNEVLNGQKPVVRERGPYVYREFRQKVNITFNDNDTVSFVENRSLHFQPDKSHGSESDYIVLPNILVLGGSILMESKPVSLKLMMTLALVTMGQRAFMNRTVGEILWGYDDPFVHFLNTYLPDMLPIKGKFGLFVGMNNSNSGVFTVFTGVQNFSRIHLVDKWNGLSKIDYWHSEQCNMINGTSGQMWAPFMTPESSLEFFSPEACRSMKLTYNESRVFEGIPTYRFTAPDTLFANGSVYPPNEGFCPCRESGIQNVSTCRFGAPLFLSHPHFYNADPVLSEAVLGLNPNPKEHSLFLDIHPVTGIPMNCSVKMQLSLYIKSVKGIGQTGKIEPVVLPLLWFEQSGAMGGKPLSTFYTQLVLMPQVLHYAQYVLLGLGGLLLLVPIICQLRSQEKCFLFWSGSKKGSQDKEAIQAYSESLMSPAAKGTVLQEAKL
dFosB act – activators of delta FosB homodimer, primary screen, biochemical, fluorescence polarization, TAMRA-CDK5 oligo, single point. Protein FosB (Mus musculus), P13346. purified delta FosB; percent of positive-control signal above neutral wells. activation, % at 25 µM. 340,000 compounds, 0.99% hits. AID 493131, 2011;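 active means mean activation above about 17%, with every replicate also reaching it, limit read from the data, passing the limit was not always enough; inconclusive means only one of the two conditions met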;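 further: fluorescence polarization rise as delta FosB binds a TAMRA Cdk5 AP-1 oligo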
Target sequence (P13346 whole entry, looked up): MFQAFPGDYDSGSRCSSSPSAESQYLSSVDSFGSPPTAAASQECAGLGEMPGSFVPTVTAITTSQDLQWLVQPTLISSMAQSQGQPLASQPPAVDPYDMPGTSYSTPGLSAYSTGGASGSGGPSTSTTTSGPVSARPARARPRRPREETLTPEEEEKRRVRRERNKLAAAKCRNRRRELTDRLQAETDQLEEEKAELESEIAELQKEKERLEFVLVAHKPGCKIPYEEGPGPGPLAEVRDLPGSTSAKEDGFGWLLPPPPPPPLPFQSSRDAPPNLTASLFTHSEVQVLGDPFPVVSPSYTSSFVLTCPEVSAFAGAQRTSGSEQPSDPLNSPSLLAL
MITF act – activators of MITF-driven TRPM1 promoter reporter, primary screen, cell-based, SK-MEL-5, luciferase, single point | activation, % at 12.5 µM | SK-MEL-5 TRPM1-promoter luciferase, 24 h; % of positive control, neutral wells = 0 | 300,000 compounds, 0.75% hits | AID 588334, 2011;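 active means mean activation of at least 80% with every replicate also reaching 80%; inconclusive means mean reaches 80% but some replicate falls short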;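 further: 0% = neutral control wells and 100% = parthenolide positive control wells; values of inactives mirror those of a sister screen read the other way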
Arrestin-AP2 inh – inhibitors of beta-arrestin/AP2 binding, primary screen, biochemical, GPCR trafficking, flow cytometry; beta-arrestin 1 C-terminal peptide binding to AP2 beta2-adaptin appendage (human); FITC-arrestin peptide / GST-AP2 beads; AP2 beta2 appendage carries R879A mutation; inhibition, % at 10 µM; 340,000 compounds, 0.31% hits; AID 504490, 2011;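 active means inhibition above a set limit, near 3 SD of compounds lacking own fluorescence, cut at about 54% in these data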;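 further: plate controls were DMSO wells for no effect and 5 µM unlabelled arrestin peptide for full effect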
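System: GST-tagged AP2 beta2-adaptin appendage (R879A) on 4 µm glutathione beads / Reagent: FITC-arrestin peptide, 50 nM / Detection: HyperCyt-sampled flow cytometry, FL1 channel, ex 488/em 535 nm / Timing: 12 min plus 1 h, RT / Buffer or medium: PBS plus Tween 20 (0.05%) and BSA (0.1%)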
CDK5 inh – inhibitors of human CDK5/p35 kinase, primary screen, biochemical, single concentration. 330,000 compounds, 0.01% hits. Recombinant CDK5/p35, ADP-Glo luminescence, 60 min. AID 488839, 2010. Cyclin-dependent kinase 5 (Homo sapiens) + Cyclin-dependent kinase 5 activator 1 (Homo …. inhibition, % at 10 µM;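 active means highest replicate inhibition of at least 50% and at least 75% of replicates reaching 50%; inconclusive means only one of the two criteria met; inactive means both criteria failed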;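 further: plate controls were DMSO neutral control for no effect and GW8510 at 10 µM for full effect; many of its hits are not listed in these tables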
* hit, by the source's call.

Results for CCOC(=O)C1=C(N)Oc2cc(C)n(CCc3ccc(OC)c(OC)c3)c(=O)c2C1c1cccnc1 (centres undefined) ?
Pemphigus Ab inh: 107.5; NSD2 HMT inh: 0.0; SR-BI DiI-HDL act: 2.2; PKA-R1A act: -5.1; PKA-R2B activ: 3.8; SR-BI DiI inh: -2.2; dFosB act: -6.6; MITF act: 15.0; Arrestin-AP2 inh: 14.1; CDK5 inh: 3.4

Results for COc1ccc(CCNC(=O)CSc2n[nH]c(N)n2)cc1 ?
Pemphigus Ab inh: 106.0; SUMO Mot1 rescue: -5.7; NSD2 HMT inh: 1.5; PKA-R1A act: 5.0; PKA-R2B activ: 4.7; dFosB act: -0.2; MITF act: 9.6; Arrestin-AP2 inh: 15.4; CDK5 inh: -0.3

What do the screens show for `CN(CC(=O)Nc1ccc(F)c(F)c1F)C(=O)CCN1C(=O)C2CCCCC2C1=O` (centres undefined)?
Pemphigus Ab inh: 95.1; SUMO Mot1 rescue: 0.0; NSD2 HMT inh: 0.7; SR-BI DiI-HDL act: -1.8; PKA-R1A act: -10.9; PKA-R2B activ: -6.5; SR-BI DiI inh: 1.8; dFosB act: 2.8; MITF act: 3.4; Arrestin-AP2 inh: -6.5; CDK5 inh: -0.2

Results for CN(CC(=O)Nc1c(Cl)cccc1Cl)C(=O)c1ccncc1 ?
SUMO Mot1 rescue: inactive; NSD2 HMT inh: -0.3; SR-BI DiI-HDL act: -2.6; PKA-R1A act: -5.6; PKA-R2B activ: -3.2; SR-BI DiI inh: 2.6; dFosB act: -1.2; MITF act: -0.6; Arrestin-AP2 inh: -10.5; CDK5 inh: -0.7

What do the screens show for `Cc1c(C)c2cc(Cl)c(O)c(CN(C)C)c2oc1=O`?
Pemphigus Ab inh: 104.7; SUMO Mot1 rescue: -5.9; NSD2 HMT inh: 118.7*; SR-BI DiI-HDL act: -12.7; PKA-R1A act: -5.3; PKA-R2B activ: -8.8; SR-BI DiI inh: 12.7; dFosB act: 2.7; MITF act: -9.4; Arrestin-AP2 inh: 0.8; CDK5 inh: -1.5

Results for O=C(Nc1ccc(Br)cc1)c1cccc(N2C(=O)C3CCCCC3C2=O)c1 (centres undefined) ?
Pemphigus Ab inh: 113.2; SUMO Mot1 rescue: 8.8; NSD2 HMT inh: -1.4; SR-BI DiI-HDL act: -31.6; PKA-R1A act: -1.8; PKA-R2B activ: 3.3; SR-BI DiI inh: 31.6; dFosB act: 9.9; MITF act: -5.2; Arrestin-AP2 inh: -12.9; CDK5 inh: -0.6

How did CCCCOc1ccc(C(=S)N2CCC(C(N)=O)CC2)cc1 do in these assays?
Pemphigus Ab inh: 102.8; SUMO Mot1 rescue: -3.1; NSD2 HMT inh: -0.4; SR-BI DiI-HDL act: 5.2; PKA-R1A act: -9.0; PKA-R2B activ: -9.1; SR-BI DiI inh: -5.2; dFosB act: 2.9; MITF act: 44.0; Arrestin-AP2 inh: 33.8; CDK5 inh: 2.0

Results for O=C(N1CCCCCC1)N1CCN(S(=O)(=O)N2CCCCC2)CC1 ?
SUMO Mot1 rescue: 5.0; NSD2 HMT inh: -0.1; SR-BI DiI-HDL act: -5.3; PKA-R1A act: -8.3; PKA-R2B activ: -1.5; SR-BI DiI inh: 5.3; dFosB act: -9.6; MITF act: -0.5; Arrestin-AP2 inh: -6.9; CDK5 inh: 0.9

How did COC(=O)c1cccc(Cn2nnc3ccccc3c2=O)c1 do in these assays?
Pemphigus Ab inh: 110.0; SUMO Mot1 rescue: 27.2; NSD2 HMT inh: -5.5; SR-BI DiI-HDL act: 15.3; PKA-R1A act: -9.5; PKA-R2B activ: -3.4; SR-BI DiI inh: -15.3; dFosB act: -5.2; MITF act: 7.0; Arrestin-AP2 inh: 2.4; CDK5 inh: -0.8

How did COC(=O)c1ccccc1NC(=O)C1CCCC1 do in these assays?
Pemphigus Ab inh: 107.3; SUMO Mot1 rescue: 6.1; NSD2 HMT inh: -1.5; SR-BI DiI-HDL act: -26.1; PKA-R1A act: 1.7; PKA-R2B activ: -1.7; SR-BI DiI inh: 26.1; dFosB act: -4.2; Arrestin-AP2 inh: 0.3; CDK5 inh: 0.1

What do the screens show for `O=C(CC1Sc2ccccc2NC1=O)NNc1ccc(Cl)cc1Cl` (centres undefined)?
Pemphigus Ab inh: 116.9; NSD2 HMT inh: -2.8; SR-BI DiI-HDL act: -4.6; PKA-R1A act: -0.3; PKA-R2B activ: -5.7; SR-BI DiI inh: 4.6; dFosB act: inconclusive; MITF act: -7.8; Arrestin-AP2 inh: 41.8; CDK5 inh: 1.1

Results for COc1ccc(S(=O)(=O)Nc2cccnc2)c(C)c1C ?
Pemphigus Ab inh: 117.5; SUMO Mot1 rescue: 6.5; NSD2 HMT inh: 2.3; SR-BI DiI-HDL act: 13.7; PKA-R1A act: -0.1; PKA-R2B activ: -3.2; SR-BI DiI inh: -13.7; dFosB act: -7.8; Arrestin-AP2 inh: 17.4; CDK5 inh: -0.4

How did COC(=O)C1=C(C)N(CCCC(=O)O)C(=O)NC1c1ccc(C(F)(F)F)cc1 (centres undefined) do in these assays?
SUMO Mot1 rescue: 8.5; SR-BI DiI-HDL act: 10.8; PKA-R1A act: 2.5; PKA-R2B activ: -12.4; SR-BI DiI inh: -10.8; dFosB act: 2.9; MITF act: -4.2; Arrestin-AP2 inh: -3.5; CDK5 inh: 0.3

What do the screens show for `O=C1CC(c2ccccc2)CC(=O)N1c1ccccc1`?
Pemphigus Ab inh: 103.2; SUMO Mot1 rescue: -5.4; NSD2 HMT inh: -4.7; SR-BI DiI-HDL act: 5.5; PKA-R1A act: -3.0; PKA-R2B activ: -5.2; SR-BI DiI inh: -5.5; dFosB act: -2.4; MITF act: 2.2; Arrestin-AP2 inh: 4.7; CDK5 inh: 0.7

Results for COc1cc(C(=O)NCCOc2ccc(Cl)cc2)ccc1OCc1c(C)noc1C ?
NSD2 HMT inh: -0.7; SR-BI DiI-HDL act: -84.5; PKA-R1A act: -3.4; PKA-R2B activ: -4.5; SR-BI DiI inh: 84.5*; dFosB act: -6.6; MITF act: -9.1; Arrestin-AP2 inh: -3.8; CDK5 inh: 1.8

How did CCNC(=O)O/N=C(\C)c1sc(-c2ccccc2)nc1C do in these assays?
Pemphigus Ab inh: 109.1; SUMO Mot1 rescue: -13.1; NSD2 HMT inh: 6.7; SR-BI DiI-HDL act: -24.4; PKA-R1A act: -2.3; PKA-R2B activ: -5.2; SR-BI DiI inh: 24.4; dFosB act: -18.9; Arrestin-AP2 inh: 2.8; CDK5 inh: -1.3

What do the screens show for `CC(=O)c1ccccc1OC(=O)c1ccc([N+](=O)[O-])o1`?
SUMO Mot1 rescue: -48.0; NSD2 HMT inh: 4.6; SR-BI DiI-HDL act: -13.7; PKA-R1A act: -2.9; PKA-R2B activ: -4.6; SR-BI DiI inh: 13.7; dFosB act: -0.4; MITF act: -16.8; Arrestin-AP2 inh: 16.0; CDK5 inh: -0.1

Results for Fc1ccc(C(c2nnnn2C2CCCC2)N2CCN(Cc3ccccc3)CC2)cc1 (centres undefined) ?
Pemphigus Ab inh: 110.1; NSD2 HMT inh: -0.1; SR-BI DiI-HDL act: 7.4; PKA-R1A act: -5.5; PKA-R2B activ: -0.5; SR-BI DiI inh: -7.4; dFosB act: -3.0; MITF act: 11.0; Arrestin-AP2 inh: 9.5; CDK5 inh: 2.1

Results for Nc1nc(SCCN2C(=O)c3ccccc3C2=O)n[nH]1 ?
Pemphigus Ab inh: 102.5; NSD2 HMT inh: 2.2; SR-BI DiI-HDL act: 31.7; PKA-R1A act: 1.4; PKA-R2B activ: -7.1; SR-BI DiI inh: -31.7; dFosB act: 3.5; MITF act: 6.9; Arrestin-AP2 inh: 3.6; CDK5 inh: -0.4

How did COc1ccc(CNc2nc(C)cc(C)c2C#N)cc1 do in these assays?
Pemphigus Ab inh: 120.7; SUMO Mot1 rescue: -6.0; NSD2 HMT inh: 2.5; SR-BI DiI-HDL act: -14.2; PKA-R1A act: -6.7; PKA-R2B activ: -0.3; SR-BI DiI inh: 14.2; dFosB act: -6.0; Arrestin-AP2 inh: -3.9; CDK5 inh: -1.4

How did Cc1ccc(NS(=O)(=O)c2ccc3[nH]c(=O)[nH]c3c2)cc1 do in these assays?
Pemphigus Ab inh: 102.6; SUMO Mot1 rescue: -5.6; NSD2 HMT inh: -3.9; SR-BI DiI-HDL act: 18.7; PKA-R1A act: 0.4; PKA-R2B activ: 1.4; SR-BI DiI inh: -18.7; dFosB act: -16.0; MITF act: -0.5; Arrestin-AP2 inh: -2.8; CDK5 inh: -5.2

Results for Cc1cc(=O)n(C)c2ccccc12 ?
Pemphigus Ab inh: 104.2; NSD2 HMT inh: -8.3; SR-BI DiI-HDL act: 17.5; PKA-R1A act: 2.7; PKA-R2B activ: -3.8; SR-BI DiI inh: -17.5; dFosB act: 2.0; MITF act: 2.3; Arrestin-AP2 inh: 12.3; CDK5 inh: -1.0
